Assay outcomes: PubChem, Johns Hopkins Ion Channel Center
hERG protect: shields human hERG channel from block by proarrhythmic agents; Q12809; CHO-hERG, FluxOR thallium flux, dofetilide IC70 present; 0.51% of 310,000 active; AID 1511; activation (rescue from dofetilide block), less the hit threshold, % at 10 µM;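 active = activation above the mean of controls blocked by dofetilide plus 5 SD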;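 also: thallium influx through hERG after potassium depolarization seen as dye fluorescence rise; in these data hits start at about 4.7%; inactives centre near -7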
KCNQ1 block: inhibitors of human KCNQ1 potassium channel; P51787; CHO-K1 KCNQ1, FluxOR thallium flux fluorescence; hits give high values; B-score at 10 µM; 1.3% of 310,000 active; AID 2642;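 active = compounds whose thallium flux B-score, printed positive for inhibition, exceeds three library SD while starting fluorescence stays within three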;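 also: channel opened by potassium depolarization with thallium stimulus after 20 min compound exposure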
KCNK9 block: inhibitors of human KCNK9 two-pore domain potassium channel | HEK293 KCNK9, FluxOR thallium flux fluorescence; hits give low values | B-score at 10 µM | 1.2% of 310,000 active | AID 488922;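 active = ratio B-score over 3 SD below the library mean, with starting fluorescence within 5 SD of its mean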;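 also: negative B-score means less thallium flux so channel inhibition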
ANO1 block: inhibitors of mouse TMEM16A calcium-activated chloride channel. Q8BHY3. normalized B-score (activity score, 25-100; higher = stronger inhibition) at 10 µM. 1.2% of 310,000 active. AID 588511. HEK293 TMEM16A/YFP iodide influx fluorescence, ionomycin;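 active = ratio plate-corrected score three or more library SD toward inhibition, starting fluorescence score within five deviations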;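 also: score derived from kinetic fluorescence span divided by baseline fluorescence per well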
TMEM16A act: mouse TMEM16A channel activation, primary screen; 0.3% of 340,000 active; Q8BHY3; B-score at 10 µM; HEK293 TMEM16A/YFP-H148Q/I152L, iodide quench fluorescence; hits give low values; AID 623877;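 active = fluorescence-ratio B-score plate-corrected deviation score at least 3 library SD below zero, with starting fluorescence score within 5 deviations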;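 also: channel opened by trigger with iodide after compound preincubation; score built on the fluorescence ratio of max minus min over baseline; more negative score means more quench and so TMEM16A activation or potentiation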
MrgX1 allo act: allosterically activates human MrgX1 receptor signaling | B-score at 10 µM | Q96LB2 | MrgX1-HEK293, Fluo-4 calcium flux, FDSS; hits give high values | 0.63% of 310,000 active;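 active = plate-corrected calcium response at least 3 library SD above typical, normal starting fluorescence, not activating the receptor alone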;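 also: compound read alongside a low EC10 to EC30 dose of BAM8-22 agonist; peak minus trough fluorescence over baseline measured at the second addition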
Target sequence (Q96LB2 whole entry, looked up): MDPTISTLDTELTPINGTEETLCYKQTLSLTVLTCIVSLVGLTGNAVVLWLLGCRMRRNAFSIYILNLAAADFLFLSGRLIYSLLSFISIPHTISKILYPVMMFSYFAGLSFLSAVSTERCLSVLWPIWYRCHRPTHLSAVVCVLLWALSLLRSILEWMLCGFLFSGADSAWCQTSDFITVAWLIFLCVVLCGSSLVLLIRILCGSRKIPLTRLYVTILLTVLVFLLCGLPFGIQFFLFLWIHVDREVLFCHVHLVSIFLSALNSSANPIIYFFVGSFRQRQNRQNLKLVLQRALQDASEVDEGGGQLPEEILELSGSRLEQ
KCNQ1 act: potentiators or activators of human KCNQ1 potassium channel. 0.35% of 310,000 active. CHO-K1 KCNQ1, thallium flux FluxOR fluorescence; hits give high values. B-score at 10 µM. P51787;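 active = fluorescence ratio B-score, a plate-corrected score, at least three library SD, with initial intensity B-score within 5 SD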
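assay system = KCNQ1-transfected CHO-K1 cells | medium = assay buffer with matched DMSO | probe or stimulus = depolarizing K+/Tl+ stimulus, K2SO4 and Tl2SO4 each 12.5 mM in 5x stock | dosing = single dose | incubation = dye 90 min, compound 20 min, room temperature | detection = kinetic FluxOR fluorescence, 10 s baseline plus 110 s post-stimulus | evaluation = ratio B score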
RGS4 inh: inhibitors of human RGS4; P49798; HEK293 M3R/RGS4 inducible, Fluo-4 calcium flux; hits give high values; triggered by carbachol at its EC20; 0.45% of 310,000 active; B-score at 10 µM;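 active = B-score, a plate-corrected calcium signal, over three deviations above library mean, with baseline fluorescence within five deviations of library mean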;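 also: RGS4 expression induced by doxycycline in cells with stable M3 receptor; B-score is computed from the integrated fluorescence ratio over baseline after carbachol; higher B-score means a larger calcium signal and so more RGS4 inhibition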
Target sequence (P49798 whole entry, looked up): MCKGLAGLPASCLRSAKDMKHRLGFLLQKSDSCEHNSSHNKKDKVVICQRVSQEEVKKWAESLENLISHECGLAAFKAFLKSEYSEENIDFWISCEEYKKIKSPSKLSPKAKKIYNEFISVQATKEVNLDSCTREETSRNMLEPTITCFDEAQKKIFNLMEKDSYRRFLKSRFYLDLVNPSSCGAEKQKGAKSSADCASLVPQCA
KCNK3 inh: human KCNK3 channel inhibition, primary screen; CHO-KCNK3 thallium flux, FluxOR fluorescence; hits give low values; B-score at 10 µM; 0.84% of 340,000 active; O14649;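 active = B-score under library mean minus 4 SD, starting fluorescence ratio at most library mean plus 5 SD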;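 also: more negative B-score means stronger inhibition of thallium flux through KCNK3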
Target sequence (O14649 whole entry, looked up): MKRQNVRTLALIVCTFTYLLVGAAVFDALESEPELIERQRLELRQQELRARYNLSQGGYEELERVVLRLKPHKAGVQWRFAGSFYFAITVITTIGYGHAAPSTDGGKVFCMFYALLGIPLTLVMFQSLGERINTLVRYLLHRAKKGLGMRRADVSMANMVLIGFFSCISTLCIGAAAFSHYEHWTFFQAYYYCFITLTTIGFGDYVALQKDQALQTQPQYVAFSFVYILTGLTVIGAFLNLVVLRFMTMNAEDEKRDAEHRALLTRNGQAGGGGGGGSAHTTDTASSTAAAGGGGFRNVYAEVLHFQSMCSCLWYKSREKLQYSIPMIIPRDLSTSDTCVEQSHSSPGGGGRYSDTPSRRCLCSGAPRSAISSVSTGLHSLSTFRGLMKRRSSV
MrgX1 agonist: agonists of human MrgX1 receptor | MrgX1-HEK293 cells, Fluo-4 calcium fluorescence, agonist mode; hits give high values | B-score at 10 µM | Q96LB2 | 0.44% of 310,000 active;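 active = calcium response B-score plate-corrected fluorescence ratio at least 3 library SD, with starting fluorescence B-score inside 5 SD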
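Test system: HEK293 cells stably expressing human MrgX1 receptor; Input: fifteen thousand cells per well; Dosing: compound delivered in addition one of three; Schedule: overnight seeding, then 1 h dark dye loading; Technique: Fluo-4 NW calcium fluorescence; Measure: B-scored fluorescence response ratio; Controls: positive and negative controls per plate.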
RGS4 act: potentiators or activators of RGS4 | HEK293 M3R/inducible RGS4, carbachol calcium flux Fluo4; hits give low values | B-score at 10 µM | 0.92% of 310,000 active | AID 463111;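 active = B-score of the integrated calcium signal more than 4 SD below the library mean, with starting fluorescence not abnormally high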;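 also: negative B-score means reduced calcium response which marks RGS4 activation or potentiation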
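test system = M3R-expressing HEK293 line, RGS4 induced by doxycycline | probe or stimulus = carbachol at ECmax as muscarinic agonist stimulus | timing = dye loading 30 min 37 °C, buffer rest 30 min RT | signal = calcium dye Fluo4 fluorescence | evaluation = B score from integrated fluorescence ratio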
Starred values were filed as active, the others as inactive; i = inactive; nt = no result given.

SMILES	hERG protect	KCNQ1 block	KCNK9 block	ANO1 block	TMEM16A act	MrgX1 allo act	KCNQ1 act	RGS4 inh	KCNK3 inh	MrgX1 agonist	RGS4 act
O=[N+]([O-])c1cccc(-c2ccc(C(=S)N3CCOCC3)o2)c1	-8	i	i	i	i	i	i	i	i	i	i
CCOC(=O)c1c(NC(=O)C[n+]2ccc(N(C)C)cc2)sc(C)c1C	-5	i	i	i	i	i	i	i	i	i	i
O=C(COC(=O)Cc1c[nH]c2ccccc12)Nc1c(Cl)cccc1C(F)(F)F	-10	i	i	i	i	i	i	i	i	i	i
Brc1cccc(OCCOCCn2ccnc2)c1	-3	i	i	i	i	i	i	i	i	i	i
CCOC(=O)N1CCC(N(C(=O)Nc2ccccc2)C(C)CC)CC1 (centres undefined)	-2	i	i	i	i	i	i	i	i	i	i
COc1cc(C(=O)Nc2ccc(NC(=O)c3cccc(Cl)c3)nc2)cc(OC)c1OC	-10	i	i	nt	i	nt	i	i	i	nt	i
CCOCCCNC(=O)C(c1ccc(C)cc1)N(Cc1cccs1)C(=O)c1ccccn1 (centres undefined)	-21	i	i	i	i	i	i	i	i	i	i
COc1cc(NC(=O)COC(=O)CCOc2ccc(C)cc2)cc(OC)c1	-12	i	i	i	i	i	i	i	i	i	i
CC(NS(=O)(=O)c1ccc(Br)s1)c1ccccc1 (centres undefined)	-7	i	i	i	i	i	i	i	i	i	i
O=C1c2cccnc2C(O)N1Cc1ccccc1 (centres undefined)	-6	i	i	i	i	i	i	i	i	i	i
Cc1ccc(S(=O)(=O)N2CCCOC2CNC(=O)C(=O)NCc2cccs2)cc1 (centres undefined)	-6	i	i	i	i	i	i	i	i	i	i
N#Cc1nc(COc2ccccc2)oc1NCCCn1ccnc1	nt	nt	nt	i	i	i	nt	nt	i	i	nt
COc1cc(OC)c(OC)cc1CN1CCCC(C(=O)N2CCCC2)C1 (centres undefined)	-4	i	i	i	i	i	i	i	i	i	i
Cc1cc(C(=O)Nc2cccc([N+](=O)[O-])c2)c(C)o1	-13	i	i	i	i	i	i	i	i	i	i
COC(=O)C1=C(C)Nc2ncnn2C1c1ccc(C)o1 (centres undefined)	-6	i	i	i	i	i	i	i	i	i	i
O=C(Nc1cccc(S(=O)(=O)N2CCOCC2)c1)c1ccc2ccccc2n1	-16	i	i	i	i	i	i	i	i	i	i
Brc1ccc(-c2nn3c(-c4ccccn4)nnc3s2)o1	-15	i	i	i	i	i	i	i	i	i	i
CCCN1C(=O)c2cc(C(=O)NC3CCCC3)ccc2C1O (centres undefined)	-3	i	i	i	i	i	i	i	i	i	i
Cc1cc(=O)[nH]c(Nc2cccc(C(F)(F)F)c2)n1	-8	i	i	i	i	i	i	i	i	i	i
CC(C)C(=O)NC(=O)[C@@H]1CCCN1C(=O)/C=C/c1ccccc1	-8	i	i	i	i	i	i	i	i	i	i
COCCn1c(=O)[nH]c2cc(C(=O)N3CCN(c4cccc(C)c4C)CC3)ccc2c1=O	-12	i	i	i	i	i	i	i	i	i	i
CN(C)S(=O)(=O)N1CCN(CC(O)COc2ccc(-c3ccccc3)cc2)CC1 (centres undefined)	-6	i	i	i	i	i	i	i	i	i	i
COc1ccc(Cn2c(=S)[nH]c3cc(C(=O)NCCCN4CCOCC4)ccc3c2=O)cc1	-6	i	i	i	i	i	i	i	i	i	i
Cc1ccc(CN2CCN(Cc3cccn3-c3ccccn3)CC2CCO)o1 (centres undefined)	-9	i	i	i	i	i	i	i	i	i	i
COc1ccc(N/N=C/c2c(C(=O)O)ccc3ccccc23)cc1	-16	i	i	i	i	i	i	i	i	i	i
CNC(=O)CN(c1ccc2c(c1)OCCO2)S(C)(=O)=O	-4	i	i	i	i	i	i	i	i	i	i
Cc1cccc(N2CCN(C(=O)c3ccncc3)CC2)c1C	-7	i	i	i	i	i	i	i	i	i	i
COc1ccc(OC)c(C2CC(=O)N3CN(c4cccc(Cl)c4)CSC3=C2C#N)c1 (centres undefined)	-12	i	i	i	i	i	i	i	i	i	i
O=C(NCc1ccco1)C1CCCN(S(=O)(=O)c2ccc(-n3cnnn3)cc2)C1 (centres undefined)	-6	i	i	i	i	i	i	i	i	i	i
COc1ccc(NC(=O)CN(C)C(=O)c2cc3c(cc2Cl)N2CCCCCC2=NS3(=O)=O)cc1	-10	i	i	i	i	i	i	i	i	i	i
CCOC(=O)c1ccc(C(=O)NNC(=O)C2C3C=CC(C3)C2C(=O)O)cc1 (centres undefined)	-4	i	i	i	i	i	i	i	i	i	i
Cc1ccc2c(C)c(C(=O)N3CCC(O)(c4ccccc4)CC3)oc2c1C	-10	i	i	i	i	i	i	i	i	i	i
CCC(=O)Nc1ccc(S(=O)(=O)Nc2nccs2)cc1	4	i	i	i	i	i	i	i	i	i	i
CCC(=O)N1CCc2cc(S(=O)(=O)CCC(=O)N3CCCC(C)C3)ccc21 (centres undefined)	-10	i	i	i	i	i	i	i	i	i	i
COC(=O)C1=C(C)N=c2s/c(=C/c3cccs3)c(=O)n2C1c1ccc(F)cc1 (centres undefined)	-5	i	i	i	i	i	i	i	i	i	i
C/C(=N/NS(=O)(=O)c1ccc(C)cc1C)c1c[nH]c2ccccc12	-15	i	i	i	i	i	i	i	i	i	i
Cc1cc(S(=O)(=O)N2CCOCC2)ccc1OCC(=O)Nc1ccc(F)c(Cl)c1	-2	i	i	i	i	i	i	i	i	i	i
CCC1(C(=O)c2ccccc2)C2c3cc(Br)ccc3OC(=O)C21C(=O)N1CCOCC1 (centres undefined)	-10	i	i	i	i	i	i	i	i	i	i
CC(C)CCNC(=O)c1ccc2c(c1)ncn2C1CCCCC1	-8	i	i	i	i	i	i	i	i	i	i
COc1ccc(-c2nnc3ccc(SCC(=O)Nc4cc(C)on4)nn23)cc1OC	-5	i	i	i	i	i	i	i	i	i	i
O=C(NCC(c1ccco1)N1CCCC1)c1ccccc1Sc1ccc(C(F)(F)F)cc1[N+](=O)[O-] (centres undefined)	-24	i	i	i	i	i	i	i	i	i	-9*
COc1ccc2nc(/C=N/NC(=O)[C@H](CCSC)NC(=O)OC(C)(C)C)ccc2c1	-9	i	i	i	i	i	i	i	i	i	i
Cc1nn(C)cc1C1C(C#N)=C(N)N(c2ccc(F)c([N+](=O)[O-])c2)C2=C1C(=O)CCC2 (centres undefined)	-3	i	i	i	i	i	i	i	i	i	i
O=C(NNc1nc(-c2ccccc2)cs1)c1ccco1	-5	i	i	i	i	i	i	i	i	i	i
CCCCOc1ccc(NC(=O)C(=O)NCCC2=CCCCC2)cc1	0	i	i	i	i	i	i	i	i	i	i
Cc1nnc2n(-c3ccccc3)c(=O)c3c4c(sc3n12)COC(C)(C)C4	-4	i	i	i	i	i	i	i	i	i	i
CCN(CC)S(=O)(=O)c1ccc(C(=O)NNC(=O)c2cccs2)cc1	-10	i	i	i	i	i	i	i	i	i	i
CCOC(=O)C1CCCN(CC(O)COC(c2ccccc2)c2ccccc2)C1 (centres undefined)	-5	i	i	i	i	i	i	i	i	i	i
CCOc1ccc(C(=O)n2cc(C(=O)OC)c3ccccc32)cc1OCC	-2	i	i	i	i	i	i	i	i	i	i
O=C(NCc1ccccc1)c1c(F)c(F)c(F)c(F)c1F	-7	i	i	i	i	i	i	i	i	i	i
COC(=O)CSc1nnc(CNC(=O)c2ccccc2F)n1-c1ccccc1	-9	i	i	i	i	i	i	i	i	i	i
Oc1cc(O)c2c(c1)O[C@H](c1ccc(O)c(O)c1)[C@@H](O)C2	-4	i	i	i	i	i	i	i	i	i	i
O=C(CCSCc1cccc(Cl)c1)NC1CCCC1	-7	i	i	i	i	i	i	i	i	i	i
O=C(CCc1nc2ccccc2s1)c1ccccc1	-7	i	i	i	i	i	i	i	i	i	i
CC1CCC(C(=O)NC(C(=O)NCCCN2CCOCC2)C(C)C)CC1 (centres undefined)	-12	i	i	i	i	i	i	i	i	i	i
O=C(NCc1ccco1)/C(=C/c1cccc([N+](=O)[O-])c1)NC(=O)c1ccco1	-4	i	i	i	i	i	i	i	i	i	i
CC(NC(=O)c1ccco1)C1CCCO1 (centres undefined)	-7	i	i	i	i	i	i	i	i	i	i
CCOc1ccc(NC(=O)CN(C)C(=O)c2ccc(OCc3ccccc3)c(OC)c2)cc1OCC	-8	i	i	i	i	i	i	i	i	i	i
Cc1c(C(c2ccc(O)cc2)c2c(C)n(C)n(-c3ccccc3)c2=O)c(=O)n(-c2ccccc2)n1C	-2	i	i	i	i	i	i	i	i	i	i
CC(C)COP(=O)(c1ccc(N(C)C)cc1)C(Nc1ccccc1)c1ccccc1 (centres undefined)	-9	i	i	i	i	i	i	i	i	i	i
New compounds follow.
SMILES	hERG protect	KCNQ1 block	KCNK9 block	ANO1 block	TMEM16A act	MrgX1 allo act	KCNQ1 act	RGS4 inh	KCNK3 inh	MrgX1 agonist	RGS4 act
O=C(C1=C[C@H](c2coc3ccccc3c2=O)C[C@H](OCc2ccc(CO)cc2)O1)N1CCN(Cc2ccccc2)CC1	-7	i	i	i	i	i	i	i	i	i	i
CC(=O)N1CCN(C(=O)c2ccc3c(c2)OCCO3)CC1	-9	i	i	i	i	i	i	i	i	i	i
Clc1nccc(NCc2ccccc2)n1	-6	i	i	i	i	i	i	i	i	i	i
Cc1ccccc1NC(=O)Cn1cnc2c(oc3nc4c(cc32)COC(C)(C)C4)c1=O	-4	i	i	i	i	i	i	i	i	i	i
O=C(COc1ccc(Cl)cc1)NNC(=O)c1cccnc1	-3	i	i	i	i	i	i	i	i	i	i
COC(=O)c1c(NC(=O)C(C)C)sc2c1CCN(Cc1ccccc1)C2	-8	i	i	i	i	i	i	i	i	i	i
NS(=O)(=O)c1ccc(CCNC(=O)c2cc3ccccc3oc2=O)cc1	-4	i	i	i	i	i	i	i	i	i	i
COc1cc(/C=N/NC(=O)Cc2c[nH]c3ccccc23)cc(OC)c1OC	-4	i	i	i	i	i	i	i	i	i	i
